CF NFkB block: blocks PAF-induced NF-kB reporter in cystic fibrosis cells | KKLEB NF-kB-GFP reporter, GFP fluorescence overnight | inhibition, % at 5 µM | actives 0.86% (n = 360,000) | AID 588850;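 active = at least 50% inhibition at 5 µM, scaled per plate between neutral and stimulator controls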;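 note: PAF is a Pseudomonas aeruginosa culture filtrate used as stimulus; plate controls were PAF-stimulated DMSO wells for no effect and unstimulated DMSO wells for full effect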
TROY signal inh: blocks TROY-dependent signaling in reporter cells; actives 0.98% (n = 360,000); Q293 LMP1-TROYcd NF-kB luciferase reporter, 4 h; AID 1347056; inhibition, % at 10 µM;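 active = compounds whose plate-normalised and pattern-corrected inhibition of the luciferase reporter signal at the single screening dose is 50% or more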
NCOA3 inh: inhibitors of human steroid receptor coactivator 3 (SRC3); Q9Y6Q9; HEK293 GAL4-SRC3 luciferase reporter, luminescence; inhibition, % at 3.6 µM; actives 0.17% (n = 360,000); AID 588352;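 active = inhibition above a per-campaign cutoff, the mean of all compounds plus 3 SD, cut at about 60% in these data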;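 note: 0% = DMSO-treated cells and 100% = gossypol-treated cells at 36 µM; higher means less SRC3-driven luciferase light from the GAL4 reporter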
Target sequence (Q9Y6Q9 whole entry, looked up, the tested form may be a part): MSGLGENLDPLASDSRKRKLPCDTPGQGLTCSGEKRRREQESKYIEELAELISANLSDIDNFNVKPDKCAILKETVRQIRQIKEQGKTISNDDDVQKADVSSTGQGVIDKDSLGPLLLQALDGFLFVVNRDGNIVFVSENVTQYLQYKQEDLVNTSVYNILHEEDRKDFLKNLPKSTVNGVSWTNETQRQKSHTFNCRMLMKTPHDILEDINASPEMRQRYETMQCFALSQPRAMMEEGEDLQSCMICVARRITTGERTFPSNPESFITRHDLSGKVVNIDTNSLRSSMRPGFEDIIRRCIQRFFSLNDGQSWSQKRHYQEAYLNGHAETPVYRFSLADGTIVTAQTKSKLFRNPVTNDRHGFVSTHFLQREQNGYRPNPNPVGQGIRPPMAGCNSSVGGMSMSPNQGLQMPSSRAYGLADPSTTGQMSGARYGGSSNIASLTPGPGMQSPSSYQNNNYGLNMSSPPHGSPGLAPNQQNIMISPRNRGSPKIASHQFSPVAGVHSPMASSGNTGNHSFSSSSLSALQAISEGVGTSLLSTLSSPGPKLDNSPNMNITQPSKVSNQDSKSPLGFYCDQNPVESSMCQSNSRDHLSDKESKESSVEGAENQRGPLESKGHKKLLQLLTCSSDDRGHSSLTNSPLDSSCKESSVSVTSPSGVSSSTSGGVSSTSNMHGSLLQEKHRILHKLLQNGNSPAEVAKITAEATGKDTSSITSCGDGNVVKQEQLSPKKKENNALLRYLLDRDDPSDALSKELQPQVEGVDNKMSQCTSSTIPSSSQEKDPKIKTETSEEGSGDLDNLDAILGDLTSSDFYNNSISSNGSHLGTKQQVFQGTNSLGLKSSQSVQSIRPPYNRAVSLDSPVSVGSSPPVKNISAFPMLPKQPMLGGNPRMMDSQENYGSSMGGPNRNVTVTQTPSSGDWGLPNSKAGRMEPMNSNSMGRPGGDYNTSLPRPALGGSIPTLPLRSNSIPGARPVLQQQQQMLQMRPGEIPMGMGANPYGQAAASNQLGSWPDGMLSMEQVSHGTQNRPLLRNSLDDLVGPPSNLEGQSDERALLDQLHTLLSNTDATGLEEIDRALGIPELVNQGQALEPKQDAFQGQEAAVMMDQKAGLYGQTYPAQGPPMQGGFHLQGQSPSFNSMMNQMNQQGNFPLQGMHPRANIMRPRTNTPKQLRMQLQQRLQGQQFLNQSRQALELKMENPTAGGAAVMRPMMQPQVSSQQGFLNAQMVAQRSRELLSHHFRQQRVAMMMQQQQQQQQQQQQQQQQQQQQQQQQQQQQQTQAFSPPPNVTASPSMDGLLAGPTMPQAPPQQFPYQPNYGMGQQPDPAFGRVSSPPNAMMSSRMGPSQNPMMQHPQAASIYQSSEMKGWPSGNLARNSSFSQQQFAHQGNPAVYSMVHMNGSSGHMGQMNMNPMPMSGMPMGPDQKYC
COUP-TFII inh: inhibitors of human COUP-TFII (NR2F2) | P24468 | HEK293T NGFI-A luciferase reporter, luminescence | inhibition, % at 8.6 µM | actives 0.7% (n = 370,000) | AID 686940;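 active = inhibition above a per-plate cutoff, mean inhibition of test wells between control levels plus 3 SD, cut at about 38% in these data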;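 note: cells cotransfected with COUP-TFII expression vector driving the NGFI-A reporter; 0% = median of COUP-TF2 test wells and 100% = reporter-only cells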
C8 TRAIL sens: sensitizes caspase-8 expressing cells to TRAIL | NB7+C8 cells + TRAIL, ATPlite viability luminescence | inhibition (viability loss, TRAIL sensitization), % at 10 µM | actives 1% (n = 360,000) | AID 624354;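 active = compounds causing at least 50% loss of cell viability in the single-dose screen, relative to plate controls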
Shn3 inh set2: Schnurri-3 reporter inhibition in Clone20 osteoblasts; Clone20 osteoblast Shn3 3'UTR firefly luciferase, 24 h; inhibition, % at 12.5 µM; actives 0.52% (n = 360,000);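 active = mean inhibition of at least 75% with every replicate also reaching 75%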;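 note: 0% = median of neutral control wells and 100% = pilot-screen positive control compound; some compounds past the cut are filed as inactive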
SRC1 inh: human NCOA1 inhibition; Q15788; HEK293 GAL4-SRC1 luciferase reporter, luminescence; inhibition, % at 3.6 µM; actives 0.12% (n = 360,000);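 active = inhibition above the campaign mean plus 3 SD, with each screening campaign given its own cutoff, cut at about 60% in these data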;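 note: 0% = DMSO treated cells and 100% = gossypol at 36 µM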
LRH-1 inv ag: inverse agonists of human LRH-1 (NR5A2) | O00482 | HEK293T StAR-luciferase reporter, LRH-1 transfected, 24 h | inhibition, % at 3.6 µM | actives 0.13% (n = 360,000);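 active = inhibition above the mean inhibition of all tested compounds plus 3 SD, cut at about 73% in these data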;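 note: 0% = DMSO wells and 100% = reporter-only cells lacking LRH-1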
LMP1 NFkB inh: Epstein-Barr LMP1 NF-kappaB reporter inhibition; LMP1-induced NF-kappaB luciferase reporter cells, luminescence; inhibition, % at 12.5 µM; actives 0.69% (n = 350,000); in the data active = inhibition above about 41%;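 note: 0% = neutral control wells and 100% = reference inhibitor control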
TWEAK Fn14 block: TWEAK-Fn14 signaling inhibition. TWEAK-stimulated Fn14 reporter cells, luciferase luminescence, 8 h. inhibition, % at 10 µM. actives 2% (n = 360,000). AID 1159606; in the data active = inhibition above about 50%
KKLEB tox: reduces viability of KKLEB cystic fibrosis airway cells; KKLEB CF airway cells viability, ATPlite luminescence, overnight; active compounds read low; cells stimulated with P. aeruginosa culture filtrate; activity change (cytotoxicity), % at 5 µM; actives 0.36% (n = 360,000); AID 602141;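 active = corrected activity change at or below -50% at 5 µM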
An asterisk follows results filed as active; / = no result given. Not all compounds are listed (hit frequency here may not be typical).

SMILES	CF NFkB block	TROY signal inh	NCOA3 inh	COUP-TFII inh	C8 TRAIL sens	Shn3 inh set2	SRC1 inh	LRH-1 inv ag	LMP1 NFkB inh	TWEAK Fn14 block	KKLEB tox
Nc1nc(SCc2ccc(Cl)c(Cl)c2)n[nH]1	17	-20	-10	0	-3	-21	-6	-17	-9	-23	5
Cc1cc(C)c(NC(=O)c2ccc(CN3CCc4ccccc4C3)cc2)c(C)c1	-9	13	24	19	0	31	8	17	16	11	5
O=C(NNC(=O)c1ccccc1F)c1cccc(-n2cccc2)c1	-12	-19	-38	-33	-11	-44	-19	-34	-8	3	3
Cc1cccc(OCc2nnc(SCc3cc(=O)[nH]c4ccccc34)n2-c2ccccc2)c1	0	17	-1	0	-6	8	-21	-10	-6	23	13
Cc1noc(C)c1CSCC(=O)Nc1cc(S(C)(=O)=O)ccc1Cl	5	3	18	5	-18	-6	-21	-3	0	-1	-11
Cc1cccc(CS(=O)(=O)Cc2ccc(C(=O)NC3CCCCC3)o2)c1	15	8	6	21	-26	2	8	18	-1	-18	0
CC(C)c1ccc(C(C)NCCS(=O)(=O)c2ccc(Br)cc2)cc1 (stereo unspecified)	20	-8	1	-8	-7	9	-3	22	3	-3	7
COc1ccc(C(=O)NCc2cccnc2)cc1	-3	9	8	-7	4	-1	-2	-6	-2	-15	1
CCn1cc(C(=O)NCCc2ccc(Cl)cc2)c(=O)c2cc(S(=O)(=O)N(C)C)ccc21	18	-10	-6	-6	-8	15	13	15	-3	-25	-19
CC(C)(C)n1nnnc1C(c1ccccn1)N1CCN(C(c2ccccc2)c2ccccc2)CC1 (stereo unspecified)	-10	-12	-5	-7	8	-4	-6	4	9	-8	-5
CCOC(=O)C(=O)N(C)c1c(CC)nc2c(OCc3ccc(OC(F)F)cc3)cccn12	-9	-15	0	10	-1	1	1	-13	/	2	5
CCc1nc2oc3cc(OC)ccc3c(=O)c2c(=O)n1Cc1ccco1	4	-4	-7	4	-16	-6	-1	-13	8	-9	1
COc1ccc(-c2noc(-c3cccc(OC)c3OC)n2)cc1OC	-32	-53	-75	-13	43	-67	-67	-67	-20	-5	-4
O=C(Nc1ccccc1C(=O)Nc1nnc(C(F)(F)F)s1)c1ccccc1Cl	56*	66*	38	13	34	39	11	12	37	62*	-61*
Cc1ccc(Oc2ccc(C=O)cn2)cc1	5	15	-18	19	2	-19	-23	-4	-16	0	-8
O=C1C2=C(NC(=S)NC2c2ccc(Cl)cc2)NC(c2ccc(Cl)cc2)N1c1ccc(Cl)cc1 (stereo unspecified)	-3	-6	-14	23	12	-13	4	-9	-8	14	12
CC(=O)c1ccc(S(=O)(=O)N(CCCO)Cc2cc3cc4c(cc3[nH]c2=O)OCCO4)cc1	7	3	4	2	6	0	12	17	-8	-16	6
CC1=Nn2c(nnc2-c2cc(C)[nH]n2)SC1	3	29	-10	-31	-10	-8	8	1	-4	-20	4
CCc1ccc(NC(=O)CCS(=O)(=O)c2ccc3c(c2)CCN3C(C)=O)cc1	19	-4	-1	9	-11	7	-2	-3	0	-8	-35
O=C(CSCc1cccc(Cl)c1)NCc1ccc2c(c1)OCO2	9	-3	2	5	18	17	-21	-21	-13	6	-4

Whole records from above. Values in the order: CF NFkB block, TROY signal inh, NCOA3 inh, COUP-TFII inh, C8 TRAIL sens, Shn3 inh set2, SRC1 inh, LRH-1 inv ag, LMP1 NFkB inh, TWEAK Fn14 block, KKLEB tox
Entry for `CCc1nc2oc3cc(OC)ccc3c(=O)c2c(=O)n1Cc1ccco1` : 4, -4, -7, 4, -16, -6, -1, -13, 8, -9, 1
Entry for `Nc1nc(SCc2ccc(Cl)c(Cl)c2)n[nH]1` : 17, -20, -10, 0, -3, -21, -6, -17, -9, -23, 5
Entry for `Cc1ccc(Oc2ccc(C=O)cn2)cc1` : 5, 15, -18, 19, 2, -19, -23, -4, -16, 0, -8

Next section
SMILES	CF NFkB block	TROY signal inh	NCOA3 inh	COUP-TFII inh	C8 TRAIL sens	Shn3 inh set2	SRC1 inh	LRH-1 inv ag	LMP1 NFkB inh	TWEAK Fn14 block	KKLEB tox
COc1ccc(S(N)(=O)=O)cc1C(=O)NNC(=O)c1cccc(S(=O)(=O)N2CCOCC2)c1	8	-6	-4	2	-1	-18	-9	12	3	11	-5
CC1CCN(C(=O)CSc2nc3ncccc3[nH]2)CC1	-12	-23	-23	-16	5	-27	-29	-27	0	-7	-1
Nc1cc(=O)[nH]c(=O)n1Cc1ccccc1	-5	1	2	6	7	-6	-8	-6	4	-9	16
COCCN1C(=O)c2oc3ccccc3c(=O)c2C1c1ccc(O)c(OC)c1 (stereo unspecified)	-12	-23	-1	-4	6	-8	6	-5	-16	-11	12
O=C(NCc1ccco1)C(c1ccccc1)N(C(=O)Cc1cccs1)c1ccccc1F (stereo unspecified)	-10	12	31	1	14	15	24	29	1	48	-28
COc1cc(OC)c(Nc2cc(C)nc3nc(C)nn23)cc1Cl	19	-29	-7	-8	-7	-17	-2	20	1	-21	2
COc1cc(OC)cc(C(=O)NCC2CCCN(C(=O)c3csc(C(C)C)n3)C2)c1 (stereo unspecified)	35	9	13	17	1	10	10	20	1	0	-16
CC(c1ccccc1)C(CC(=O)O)C(=O)Nc1ccc(Cl)c(Cl)c1 (stereo unspecified)	6	15	1	17	-3	-15	-5	-3	-7	-4	-1
Cc1ccc(S(=O)(=O)NCC2CCC(C(=O)N3CCOCC3)CC2)cc1 (stereo unspecified)	-12	-14	-1	19	-6	5	-73	-3	1	-13	11
COc1ccc(NC(=O)Nc2cnccn2)c(OC)c1	-10	-13	-18	-17	11	0	3	-48	-7	-28	-8
CCCc1nnc(NC(=O)CCC(=O)NCc2ccc(OC)cc2)s1	-3	5	7	-7	-14	-55	5	14	1	-2	10
O=C(CSc1ccccc1)Nc1nc2ccccc2[nH]1	-6	-48	-39	-32	0	-66	-48	-59	-31	10	-7
COc1ccc(OCC(=O)N/N=C(\C)c2ccc(OC)cc2)cc1	-23	1	2	8	2	-24	-5	1	4	-17	4
Cc1ccc(S(=O)(=O)NC(CC(=O)O)c2ccc(F)cc2)cc1 (stereo unspecified)	-7	-8	-3	13	3	8	-2	-1	8	5	6
CSc1ncccc1C(=O)OCC(=O)N1CCCC1	-8	-16	12	-17	-2	-2	-15	-5	-6	12	14
CC1=CC(=C2C(=O)c3ccccc3C2=O)C=C(C)O1	-47	-51	-42	-17	26	-44	-41	-29	-14	-27	14
Nc1[nH]c(C(=O)c2ccccc2)c(-c2ccc(Br)cc2)c1C(=O)c1cccs1	/	14	/	4	-14	/	/	4	/	2	/
O=c1[nH]cnc2c1ccn2C1OC(CO)C(O)C1O (stereo unspecified)	27	-10	32	2	11	-8	2	34	-15	-2	3
COCCN(C(=O)c1snc(C(N)=O)c1N)C(C(=O)NC1CCCCC1)c1ccc(F)cc1 (stereo unspecified)	3	7	5	-16	10	5	7	16	8	6	-13
CC(C)C(=O)N[C@@H]1c2ccccc2CC[C@@H]1OCc1ccccc1	16	-10	12	-16	12	-20	6	12	10	3	1
Cc1ccc(C)c(N2CCN(C(=O)c3ccccc3Br)CC2)c1	24	16	15	-18	10	10	11	23	13	-27	-11
COCCNC(=O)C1CCCN(C(=O)c2ccc(C(F)(F)F)nc2C)CC1 (stereo unspecified)	-3	6	4	21	3	-11	-5	-3	/	1	-2
COc1cc(OC)cc(C2=Cc3ccccc3C(CC(=O)c3ccco3)N2c2ccc(-c3cccnc3)cc2)c1 (stereo unspecified)	/	-31	/	-9	-16	/	/	-4	/	10	/
O=C(COC(=O)CCc1ccccc1)Nc1ccc(F)cc1Cl	-3	-13	-11	21	16	3	7	14	-6	31	6
COC(=O)c1ccc(NC(=O)CCN2CCN(Cc3ccccc3)CC2)cc1	-15	-6	4	-10	-8	24	4	7	4	-12	6
CC(C)=CCCC1(C)C=Cc2c(ccc3c2[nH]c2cc(O)c(C)cc23)O1 (stereo unspecified)	-8	57*	-33	26	24	19	-40	-2	-11	67*	-4
COc1ccccc1CNC(=O)Nc1cccs1	-12	/	-19	-12	-4	-3	-7	3	-3	-7	12
O=c1cc(C(F)(F)F)[nH]c2ccc(C(F)(F)F)cc12	31	26	-83	3	25	-8	-29	-80	14	25	-13
COCCCN(C(=O)c1cc2c(s1)CCC2)c1c(N)n(Cc2ccccc2)c(=O)[nH]c1=O	4	6	6	21	-2	15	17	6	4	4	7
CCC(C)(C(=O)NC1CCCC1)N(Cc1ccco1)C(=O)Cc1cccs1 (stereo unspecified)	-9	0	18	-9	-11	10	12	26	5	-6	-2
COc1ccccc1N1CCN(C(=O)c2cc(-c3ccc(Br)cc3)on2)CC1	12	8	4	-7	6	5	-6	9	-8	-39	12
O=C(CSc1nnc(CN2CCOCC2)n1-c1ccc(Cl)cc1)Nc1ccc2c(c1)OCO2	0	-9	-9	-5	5	-18	1	5	-7	-16	14
[O-]/[N+](=C\c1ccc(OC(F)F)cc1)c1ccccc1	-8	-6	1	-7	-20	-9	-5	2	-10	-21	8
O=C(Cc1c(F)cccc1Cl)Nc1ccccc1-c1ccccc1	2	-8	3	2	-10	-4	20	-3	-8	-31	-8
COCCCNC(=O)Cn1cnc2sc(C)c(S(=O)(=O)N3CCN(c4ncccn4)CC3)c2c1=O	7	-9	3	8	-4	-4	8	10	3	12	0
O=C(Nc1cccc(NC(=O)c2ccco2)c1)c1ccc2c(c1)OCCO2	15	-39	3	-8	35	-12	-40	-25	-4	-13	7
CC1CC(C)CN(C(=S)Nc2ccc(SC(F)F)cc2)C1 (stereo unspecified)	-28	-26	0	-27	7	22	-9	-7	-4	22	14
CCCCc1nnc(NC(=O)CSc2nc(=O)cc(N)n2-c2cccc(C)c2)s1	-5	-38	16	0	-3	0	4	-2	1	-8	15
NC(=O)C1CCN(C(=O)COc2cccc3ccccc23)CC1	1	-8	11	13	5	-18	7	15	-2	-12	9
O=C(COC(=O)c1ccc(O)cc1O)NNC(=O)c1cccs1	-8	3	16	-16	1	9	-15	11	-1	5	4
CCS(=O)(=O)CCSc1nc(C)cc(C)n1	-12	16	13	8	-14	3	0	6	-9	26	2
COCCN(Cc1cc2cc3c(cc2nc1Cl)OCO3)C(=O)c1ccc(C)cc1	-6	3	10	31	12	42	9	6	-6	19	5
CCN(CC(=O)Nc1cccc(S(=O)(=O)N2CCCC2)c1)CC(=O)Nc1ccccc1OC	-20	14	27	-1	12	-22	-9	-4	-2	25	3
CN(C)S(=O)(=O)c1ccc(N2CCCC2)c(C(=O)NC2CCC(O)CC2)c1 (stereo unspecified)	0	-8	13	11	-1	-21	-2	-7	3	10	9
Brc1ccccc1OCCOc1cccc2cccnc12	6	-87	-23	0	8	-63	-1	-40	-9	-16	-3
Cc1ccc(NC(=O)NNS(=O)(=O)c2ccc(Br)cc2)cc1	-2	0	12	11	-3	-3	-8	10	66*	-6	2
CCOc1cc(Br)ccc1S(=O)(=O)N1CC(C)OC(C)C1 (stereo unspecified)	-4	27	16	20	6	25	2	23	9	9	5
Cc1csc(=O)n1CC(=O)OCc1nnc(-c2ccccc2)o1	-9	-7	-19	-24	-4	-15	-3	-14	-13	-14	5
O=C(COC(=O)c1ccccc1C(F)(F)F)NC(=O)NCc1ccco1	0	-12	8	9	8	-10	9	1	0	1	-12

From PubChem BioAssay
